Growth percent in the NCI-60 one-dose screen (48 h, 10 µM unless noted): 100 = growth as untreated, 0 = no growth, -100 = all killed.
U251 = U251 CNS tumor cells; 80,000 compounds, 5.4% hits; AID 1794753
SF-539 = SF-539 CNS cancer; 81,000 compounds, 6.8% hits
PC-3 = PC-3 prostate cancer cells. AID 1794754. 80,000 compounds, 3.9% hits
SF-295 = SF-295 CNS cancer cells; AID 1794758; 79,000 compounds, 5.6% hits
The depositor's hits bear a star; · = not tested or not shown. The calls were made as follows: active = growth percent below 10; inactive = the rest.

SMILES	U251	SF-539	PC-3	SF-295
COc1ccc(-c2c3c(nc4nc[nH]c(=O)c24)C(C)CCC3)cc1 (stereo not given)	81	·	·	100
Cc1ccc(C(=O)NN)cc1	·	114	109	111

Bioassay records (PubChem BioAssay)

This is a subset; the hit share may differ from the screen's.
